Source: PubChem BioAssay
GPR55 antagonists = GPR55 antagonists blocking LPI-driven arrestin recruitment, primary screen, imaging, U2OS, beta-arrestin-GFP, LPI agonist (AID 2013); G-protein coupled receptor 55 (Homo sapiens); hit rate 0.13% among 290,000; U2OS GPR55 beta-arrestin-GFP translocation imaging, LPI antagonism; higher % means a stronger effect; inhibition, % at 10 µM, or IC50 in µM where a hit was titrated;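 active = spots per cell inhibited over 60%, with over 100 cells counted and total cytoplasm intensity under 500,000; inconclusive = wells with under 100 cells, flagged as likely toxic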;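 note: U2OS cells stably carrying GPR55 and arrestin-GFP stimulated by 5 µM LPI near EC80; imaged beta-arrestin-GFP aggregate spots per cell after agonist stimulation; plate controls were LPI-stimulated DMSO wells for no effect and DMSO wells without LPI for full effect; some results filed as inactive read as strong as hits; confirmed hits need IC50 under 10 µM and bright autofluorescent wells are also inconclusive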
GPR35 antagonists = GPR35 antagonists blocking zaprinast-driven arrestin recruitment, primary screen, imaging, U2OS, beta-arrestin-GFP, zaprinast agonist (AID 2058); one-dose inhibition, % at 10 µM; IC50 in µM for titrated hits; hit rate 0.052% among 290,000; G-protein coupled receptor 35 (Homo sapiens); U2OS GPR35 beta-arrestin-GFP translocation imaging, zaprinast antagonism; higher % means a stronger effect;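 active = inhibition of at least 50% with at least 30 cells and total cytoplasm GFP at most 10,000,000; inconclusive = under 30 cells or total GFP of 10,000,000 plus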
NS5 inhibitors = Dengue-2 NS5 methyltransferase inhibitors, primary screen, biochemical, confirmation dose response (AID 588689). Genome polyprotein (Dengue virus type 2 (strain 16681-PDK53)). inhibition, % at 25 µM, or IC50 in µM where a hit was titrated. hit rate 0.3% among 340,000. Dengue-2 NS5 methyltransferase capping enzyme assay, biochemical; higher % means a stronger effect; in the data active = a potency from the dose series; inconclusive = inhibition above about 29% without an active follow-up result
UTI89 phage lysis = inhibition of K1F phage lysis, E. coli UTI89, bacterial capsule biogenesis inhibitors, alamar blue (AID 488966). E. coli UTI89 K1F phage lysis, alamar blue, 2 h; higher % means a stronger effect. inhibition, % at 100 µM, or IC50 in µM where a hit was titrated. hit rate 0.02% among 340,000;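 active = phage lysis inhibition, versus mean bacterial control, above a set limit; inconclusive = no clear call, values can overlap the other calls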;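 note: capsule biogenesis inhibitors block K1F phage lysis so surviving cells raise fluorescence; higher fluorescence means more inhibition of phage lysis; actives were called in the ten point dose series up to 300 µM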
HIV peptide binding = inhibitors of HIV fusion peptide binding, primary screen, biochemical, uHTS, fluorescence dequenching (AID 1986); cell-free peptide binding, fluorescence dequenching, 30 min; higher % means a stronger effect; inhibition, % at 20 µM; hits with a dose series show IC50 in µM; hit rate 0.3% among 290,000; in the data active = inhibition mostly above about 52%, no sharp cut-off; inactive = mostly below about 76%; note: some results filed as inactive read as strong as hits
Siah-1 displacement = Siah-1 peptide-binding antagonists, primary screen, biochemical, fluorescence polarization, rhodamine-plectin, uHTS (AID 1817) | E3 ubiquitin-protein ligase SIAH1 (Homo sapiens) | Siah-1 / rhodamine-plectin peptide fluorescence polarization; higher % means a stronger effect | displacement, % at 20 µM; hits with a dose series show IC50 in µM | hit rate 0.02% among 290,000;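 active = displacement of at least 50% at 20 µM, with a fluorescence ratio check between 0.3 and a set limit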;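 note: plate controls were Siah plus tracer with DMSO for no effect and tracer alone without Siah for full effect; strong numbers were not always called active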
AID2073 = inhibitors of Mint1-CaV2.2 protein interaction, biochemical, HTRF (AID 2073); Voltage-dependent N-type calcium channel subunit alpha-1B (Homo sapiens); HTRF protein-protein interaction, Mint1-CaV2.2; higher % means a stronger effect; inhibition, % at 20 µM, or IC50 in µM where a hit was titrated; hit rate 0.19% among 290,000; in the data active = inhibition mostly above about 51%, no sharp cut-off; inconclusive = no clear call, values can overlap the other calls; inactive = mostly below about 53%; note: some results filed as inactive read as strong as hits
GPR55 beta-arrestin = GPR55 agonists via beta-arrestin recruitment, primary screen, imaging, U2OS cells, beta-arrestin-GFP redistribution (AID 1961). U2OS GPR55 beta-arrestin-GFP redistribution imaging; higher % means a stronger effect. one-dose activation, % at 10 µM; EC50 in µM for titrated hits. hit rate 0.048% among 290,000;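 active = activation above 40% with more than 50 cells counted in the well; inconclusive = wells holding fewer than 50 cells, flagged as toxic or sparse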;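 note: U2OS osteosarcoma cells stably expressing GPR55 and beta-arrestin-GFP; plate controls were DMSO negative control for no effect and LPI positive control for full effect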
NTR1 ag = agonists of NTR1, primary screen, imaging, U2OS cells, beta-arrestin-GFP, high content (AID 493036); Neurotensin receptor type 1 (Homo sapiens), P30989; NTR1-U2OS beta-arrestin-GFP spot imaging, agonist mode; activation, % at 20 µM; hit rate 0.17% among 330,000;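 active = activation at or above 40% of the spot to cytoplasm intensity ratio, with at least 20 cells analyzed; inconclusive = wells under 20 cells, flagged as cytotoxic or low count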;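 note: 0% = DMSO without peptide and 100% = 100 nM NTR1 peptide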
Target sequence (P30989 whole entry, looked up): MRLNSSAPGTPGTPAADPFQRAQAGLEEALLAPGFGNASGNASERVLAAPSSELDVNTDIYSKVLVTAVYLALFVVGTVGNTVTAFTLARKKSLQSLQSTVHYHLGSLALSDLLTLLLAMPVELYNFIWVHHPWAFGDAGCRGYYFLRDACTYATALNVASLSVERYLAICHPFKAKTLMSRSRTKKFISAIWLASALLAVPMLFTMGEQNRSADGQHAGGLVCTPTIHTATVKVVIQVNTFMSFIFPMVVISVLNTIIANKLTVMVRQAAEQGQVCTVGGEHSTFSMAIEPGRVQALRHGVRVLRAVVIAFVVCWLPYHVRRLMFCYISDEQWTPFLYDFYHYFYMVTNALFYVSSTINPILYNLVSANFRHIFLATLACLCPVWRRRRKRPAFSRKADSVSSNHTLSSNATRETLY
NTR1 ag cell count 20 µM = second read-out of NTR1 ag, no call of its own (marks repeat the call); cell count; measured here: cell count, cytotoxicity flag
Starred values were filed as active, the others as inactive; ? = inconclusive; · = not tested or not shown; [ ] = another dose, or the depositor's remark.

Fields – GPR55 antagonists, GPR35 antagonists, NS5 inhibitors, UTI89 phage lysis, HIV peptide binding, Siah-1 displacement, AID2073, GPR55 beta-arrestin, NTR1 ag, NTR1 ag cell count 20 µM
COc1ccc(N(CCCN2C(=O)c3cccc4cccc(c34)C2=O)C(=O)c2ccncc2)cc1
  -8.9%, 0.6%, ·, 0.6%, -0.2%, -3.7%, 12.3%, -0.1%, 3.9, 52
CC(C)NC(=O)COC(=O)c1ccc(Cl)c(S(=O)(=O)N2CCCC2)c1
  -13.7%, -7.2%, 1.6%, 0.5%, 2.1%, -3.8%, -5.7%, -0.1%, -0.1, 62
O=C(NN=C1CCCC1)c1cc(Br)ccc1O
  3.6%, 5.5%, -5.2%, 0.4%[50 µM], 1.0%, 14.6%, 16.3%, 0.2%, -0.8, 60
CC(C)Oc1nc(-c2ccc(Cl)cc2)nc2ccccc12
  -12.3%, 15.7%, -9.2%, 2.0%, 0.7%, -0.3%, -1.6%, -0.1%, 2.3, 43
COc1cc(OC)cc(C2=NCCN2)c1
  -1.9%, -10.9%, -4.4%, -0.2%, -1.6%, -1.2%, 8.0%, 0.1%, 0.0, 41
CC(C)CNC(=O)c1oc2ccccc2c1COc1ccccc1
  15.8%, 14.2%, 2.7%, 0.0%, -1.7%, 6.5%, -1.5%, -0.2%, -1.5, 92
COC(=O)c1ccc(Cn2nnc3c(=O)[nH]c(C4CCN(S(=O)(=O)c5ccc(F)cc5)CC4)nc32)cc1
  9.5%, -10.8%, -1.8%, 0.1%, -0.6%, 5.0%, 7.0%, -0.1%, 3.1, 65
CN1CCN(c2oc(-c3ccccc3F)nc2S(=O)(=O)c2ccc(Cl)cc2)CC1
  -1.0%, 1.1%, 0.7%, -0.1%, 0.7%, -1.4%, 10.8%, 0.2%, 0.9, 63
COCc1cc(C)nc(SCc2ccccc2Cl)c1C#N
  2.5%, 3.1%, 0.0%, 0.9%[50 µM], 1.2%, 0.4%, 8.5%, 0.0%, 2.0, 54
O=[N+]([O-])c1ccc(S(=O)(=O)Nc2nc(-c3ccccc3)cs2)cc1
  7.6%, -6.2%, 59.6µM*, -0.8%, 19.2%, 7.1%, 2.9%, -0.1%, 0.7, 63
COc1ccc(CNc2nc3ccccc3n2CCN2CCCCC2)cc1
  8.3%, -22.8%, -2.2%, 0.2%, 1.1%, 16.3%, -5.5%, 0.1%, 3.5, 57
CSc1cccc(NS(=O)(=O)c2ccccc2)c1
  -3.7%, 12.0%, 1.1%, 1.7%, -0.4%, -0.1%, 14.4%, -0.1%, 1.5, 43
O=C(CN1C(=O)/C(=C/c2ccccc2F)Sc2ccccc21)NCC1CCCO1 (configuration not stated)
  2.5%, 7.0%, -2.3%, 0.0%, -0.9%, -2.0%, -0.8%, -0.1%, -0.8, 75
CCn1c(CNS(=O)(=O)c2ccc(Cl)cc2)n[nH]c1=S
  -1.0%, 12.6%, -7.2%, 0.2%, 0.9%, 2.9%, -8.5%, -0.1%, -0.9, 74
CC(C)N(C(=O)CSc1nnc(NC(=O)C2CCC2)s1)C(C)C
  -12.2%, -0.1%, -7.4%, -1.5%, -0.2%, -2.1%, 7.2%, -0.1%, -1.0, 76
CCOC(=O)C1=CCN(Cc2ccccc2)CC1
  2.5%, 1.0%, -3.5%, 0.2%, -0.8%, -3.4%, 3.0%, 1.0%, -0.3, 76
Cc1ccc(-c2ccc(/C=C3\SC(N4CCOCC4)=NC3=O)o2)cc1
  16.2%, -8.4%, -28.7%, 0.9%, 3.3%, 1.7%, 26.0%, -0.4%, 1.6, 89
CCOC(=O)c1[nH]c(C)c(/C(O)=C2\C(=O)C(=O)N(CCN3CCOCC3)C2c2ccco2)c1C (configuration not stated)
  1.8%, -10.3%, -2.1%, -1.5%, 1.8%, 5.4%, 0.3%, -0.1%, -0.6, 49
O=[N+]([O-])c1cccc2c(S(=O)(=O)N3CCOCC3)cccc12
  -9.6%, 0.8%, -12.0%, 0.1%, -2.5%, 1.6%, 6.2%, -0.2%, -0.3, 72
COCCNC(=O)CN(C(=O)CCC(=O)Nc1ccccn1)c1ccc(C)cc1C
  -11.0%, 8.8%, -7.4%, 0.4%, -0.8%, -3.1%, 5.5%, 0.8%, -1.5, 34

Overlap with the part before: three entries, then new ones.
Fields – GPR55 antagonists, GPR35 antagonists, NS5 inhibitors, UTI89 phage lysis, HIV peptide binding, Siah-1 displacement, AID2073, GPR55 beta-arrestin, NTR1 ag, NTR1 ag cell count 20 µM
CCOC(=O)c1[nH]c(C)c(/C(O)=C2\C(=O)C(=O)N(CCN3CCOCC3)C2c2ccco2)c1C (configuration not stated)
  1.8%, -10.3%, -2.1%, -1.5%, 1.8%, 5.4%, 0.3%, -0.1%, -0.6, 49
O=[N+]([O-])c1cccc2c(S(=O)(=O)N3CCOCC3)cccc12
  -9.6%, 0.8%, -12.0%, 0.1%, -2.5%, 1.6%, 6.2%, -0.2%, -0.3, 72
COCCNC(=O)CN(C(=O)CCC(=O)Nc1ccccn1)c1ccc(C)cc1C
  -11.0%, 8.8%, -7.4%, 0.4%, -0.8%, -3.1%, 5.5%, 0.8%, -1.5, 34
Cc1ccc(/C=C2\SC(=S)N(CCC(=O)NNC(=O)c3cccc(O)c3)C2=O)cc1
  -2.1%, 10.6%, ?, 0.1%, 3.4%, 4.8%, 16µM*, -0.1%, 0.6, 42
COc1ccc(/C=N/NC(=O)c2ccccc2O)cc1Cn1cc(Cl)cn1
  -1.8%, 18.7%, -2.8%, 0.0%, 22.0%, -2.9%, 21.3%, 0.0%, 2.1, 44
c1ccc(-c2cc(N3CCCCC3)nc(-c3ccccc3)n2)cc1
  7.3%, -1.1%, 2.4%, -0.1%, -0.8%, 3.5%, 9.8%, -0.1%, 3.9, 46
O=C(CNC(=O)c1ccccc1)NCC(O)c1ccc([N+](=O)[O-])cc1 (configuration not stated)
  8.1%, 6.9%, -0.8%, 0.0%, -2.0%, 9.6%, -4.8%, 0.6%, -0.6, 49
Cc1ccc(N/N=C2\CC(=O)c3ccccc32)cc1Cl
  -20.8%, -2.8%, ·, ·, 12.6%, 2.5%, 25.3%, -0.3%, 3.6, 36
CCOC(=O)C1=C(C)N=C2SC(C)C(=O)N2C1c1ccc(OC(C)=O)c(OCC)c1 (configuration not stated)
  5.5%, -9.5%, ·, ·, -2.2%, 6.4%, -1.0%, -0.4%, 1.0, 44
COc1ccccc1CNC(=O)C1CCN(C(=O)NC2CCCCC2)CC1
  5.2%, -2.8%, -3.1%, 0.3%, 1.2%, 0.7%, -9.8%, -0.2%, 3.5, 31
CCc1ccccc1N1CC(C(=O)Nc2cc(C)on2)CC1=O (configuration not stated)
  1.2%, 5.4%, -8.3%, 0.0%, 0.2%, 8.7%, -8.0%, 0.0%, 1.1, 40
O=C(NNc1c2ccccc2nc2ccccc12)c1cc2ccccc2cc1O
  9.7%, 7.2%, 2.2%, 8.6%, 0.5%, -9.8%, 26.2%, 3.1%, 4.9, 71
CC(=O)Nc1nc(COc2ccccc2)cs1
  -4.3%, -6.1%, -5.6%, 1.3%, 0.7%, -0.2%, 3.1%, -0.1%, -1.1, 66
COc1ccc(OC)c(C2C(C(=O)Nc3ccc(F)cc3)=C(C)Nc3nc(CCCO)nn32)c1 (configuration not stated)
  -8.8%, 14.9%, 0.7%, -1.5%, -1.1%, -0.2%, 6.1%, -0.3%, 0.0, 41
CN(CCOc1ccccc1)C(=S)Nc1ccc(OC(F)F)cc1
  6.5%, 4.5%, -12.5%, -0.1%, -0.4%, 3.1%, -0.5%, 0.0%, -1.0, 41
CCOC(=O)N1CCN(CC(O)COc2ccc(-c3ccccc3)cc2)CC1 (configuration not stated)
  5.0%, -0.6%, -11.6%, 0.2%, 0.1%, 8.7%, 1.7%, 0.2%, 0.3, 61
Cc1ccc(S(=O)(=O)N(C)CC(=O)N2CCc3ccccc32)cc1
  9.0%, 8.9%, -2.2%, 6.6%, -3.7%, 1.6%, -3.4%, -0.2%, -2.4, 88
O=C(O)CSc1nnc(-c2cc3ccccc3o2)n1-c1ccccc1
  4.6%, -1.8%, ·, 0.4%, 0.4%, 2.9%, 0.5%, -0.2%, 1.6, 63
COc1cc(NS(=O)(=O)c2ccc(NC(=O)CN3C(=O)c4ccccc4C3=O)cc2)ncn1
  1.5%, 3.9%, -2.7%, 0.0%, 0.6%, -2.7%, 4.7%, 0.2%, 3.0, 87
COc1ccc(C2=NOC(C(=O)NCc3ccc(F)cc3)C2)cc1 (configuration not stated)
  -22.3%, 13.2%, -5.6%, -0.1%, -3.6%, -1.9%, -6.0%, 0.6%, 0.9, 68
CC(C)(C)c1ccc(-c2nn(CCC#N)cc2/C=N/O)cc1
  6.1%, -3.4%, -10.1%, -0.2%, -1.5%, 12.9%, 5.0%, 0.4%, 1.6, 46
O=C(COc1ccccc1Cl)Nc1ccc(CN2CCCCC2)cc1
  -5.7%, 0.5%, -0.8%, 0.2%, -0.4%, -2.4%, 0.9%, -0.1%, -0.7, 53
COC(=O)c1ccc(N2CCOCC2)c(NC(=O)c2cccs2)c1
  -0.2%, 0.2%, -2.6%, 0.1%, -0.8%, 2.4%, 11.5%, -0.1%, -0.9, 51
O=C(CN(Cc1ccco1)C(=O)CCC(=O)Nc1nccs1)NCc1ccccc1
  7.2%, 10.1%, -13.7%, 0.2%, 1.8%, 9.0%, 7.6%, -0.3%, -0.3, 45
CC(=O)Nc1cc(C)nn1-c1nc(C)cc(C)n1
  7.9%, -0.6%, -6.7%, 1.5%, 2.0%, -1.7%, 2.0%, 0.6%, -0.8, 52
CCOC(=O)c1oc2ccccc2c1NC(=O)c1cccc(OC)c1
  3.9%, 3.0%, -4.8%, 8.9%, -2.1%, 3.4%, 26.7%, -0.1%, 5.6, 30
COc1ccc(S(=O)(=O)n2nc(-c3ccc(Cl)cc3)cc2N)cc1
  -9.7%, -3.1%, -3.8%, -2.1%[50 µM], 1.0%, -5.1%, 4.8%, -0.2%, 6.8, 71
